Screens deposited in PubChem BioAssay by National Center for Advancing Translational Sciences (NCATS).
D3 ag: agonists of human D3 dopamine receptor; P35462; D3R DiscoveRx beta-arrestin cells, luminescence, 90 min; max activation, %; 410,000 compounds, 0.58% hits; AID 652048; in the data active = max activation above about 30%; note: 0% is about no effect; mostly tested at two doses, the higher about 12 µM
Target sequence (P35462 whole entry, looked up): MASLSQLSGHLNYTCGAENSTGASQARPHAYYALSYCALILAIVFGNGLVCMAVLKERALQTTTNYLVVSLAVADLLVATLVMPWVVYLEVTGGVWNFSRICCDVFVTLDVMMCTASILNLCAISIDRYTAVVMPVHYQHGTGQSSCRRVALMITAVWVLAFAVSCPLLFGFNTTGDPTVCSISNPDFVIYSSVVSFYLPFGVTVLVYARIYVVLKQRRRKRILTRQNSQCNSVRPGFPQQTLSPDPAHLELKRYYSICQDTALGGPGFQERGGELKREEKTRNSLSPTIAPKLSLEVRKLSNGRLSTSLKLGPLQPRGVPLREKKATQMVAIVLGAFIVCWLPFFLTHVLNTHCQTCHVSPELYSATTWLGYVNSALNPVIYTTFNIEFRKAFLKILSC
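Agonist-mode cell screen: cells plated at 1500/well and incubated overnight at 37 °C, then exposed to library compounds for 90 min at 37 °C. Detection reagent was added for 30–60 min at room temperature, and luminescence was read.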
HEK293 tox: cytotoxicity counter-screen for GLP-1 receptor inverse agonists; Potency, µM (highest dose often 38.3 µM), for the others: at the highest dose activity change, negative = inhibition, usual class: inhibitors; HEK293 cAMP-luciferase reporter cells, luminescence, 24 h; 410,000 compounds, 0.13% hits;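 note: loss of luciferase light is scored as toxicity; potency is the fitted concentration of half-maximal effect; % is set by controls: 0 for no effect and ±100 for the full control effect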
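A 23 nL compound transfer followed 12 hours of cell culture at 37 deg C; exposure then lasted 24 hr. Luciferase assay detection reagent was dispensed and plates read for luminescence after a 12 min room-temperature wait.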
DRD3 antagonist: D3 dopamine receptor (human) antagonism; D3R cells, DiscoveRx beta-arrestin luminescence, antagonist mode; hits give low values; 360,000 compounds, 2.5% hits; AID 652054; max response, negative = inhibition, %; in the data active = max response below about -50%; inconclusive = no clear call, values can overlap the other calls; note: % is set by controls: 0 for no effect and ±100 for the full control effect; mostly tested at two doses, the higher about 12 µM
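Cells expressing the human receptor were seeded at 1500 cells/well, incubated overnight at 37 degrees C in 5% CO2, then exposed to library compounds with dopamine controls for 90 minutes at 37 degrees C before luminescent detection.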
KB-V1 MDR tox: KB-V1 MDR subline cytotoxicity; KB-V1 MDR cells viability, CellTiter-Glo, 72 h; Potency, µM (highest dose often 46.1 µM), without a hit: at the top dose activity change, negative = cytotoxicity, actives largely listed as cytotoxic; 400,000 compounds, 3.4% hits; AID 1347076; note: potency is the fitted concentration of half-maximal effect; % is set by controls: 0 for no effect and ±100 for the full control effect; nearly all actives have a fitted effect of over 60% in size
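Luminescent ATP read-out (CellTiter-Glo, 10 min) measures survival of drug-selected KB-V1 MDR cells after 72 h, 37 degrees C compound exposure. Medium: phenol-red-free DMEM, 10% FBS. Values from fitted concentration-response curves.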
TDP-43 yeast inh: inhibitors of TDP-43 toxicity in yeast | TDP-43 expressing yeast growth rescue, BacTiter-Glo, 24 h | Potency, µM (highest dose often 46.1 µM), inactives show top-dose growth rescue (activation), actives largely listed as activators | 410,000 compounds, 1.8% hits | AID 652104; note: potency is the fitted concentration of half-maximal effect; % of control where 0% means no effect; nearly all actives have a fitted effect of over 50% in size
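Readout is BacTiter-Glo luminescence of cell growth, so inhibitors register as activators. TDP-43-expressing yeast at OD600=0.02 in galactose medium, after raffinose pregrowth to mid-log, were incubated with compound for 24 hr at 30 deg C.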
GLP-1R agonist: GLP-1 receptor (human) agonism; HEK293 GLP-1R CRE-luciferase, luminescence, 4-6 h; cells express a hypersensitive GLP-1R form; Potency, µM (top dose mostly 45.6 µM), for the others: at the top dose activation, actives largely listed as activators; AID 624172; 380,000 compounds, 0.007% hits; P43220; note: potency is the fitted concentration of half-maximal effect; % of control where 0% means no effect
aSyn rescue: inhibitors of alpha-synuclein toxicity in yeast; Yeast expressing alpha-synuclein, growth rescue, BacTiter-Glo, 24 h; Potency, µM (top dose mostly 46.1 µM), inactives show top-dose growth rescue (activation), usual class: activators; 370,000 compounds, 0.14% hits; note: potency is the fitted concentration of half-maximal effect; % of control where 0% means no effect; nearly all actives have a fitted effect of over 65% in size
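Galactose-induced alpha-syn yeast (OD600=0.02, raffinose-pregrown) + pinned cpd, 24 hr, 30 deg C; growth by BacTiter-Glo luminescence. Growth restoration scores as activation.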
GLP1R inv ag: GLP-1 receptor (human) inverse agonism | AID 624417 | 410,000 compounds, 1.6% hits | Potency, µM (titrated, usually from 38.3 µM), for inactives: top-dose activity change, negative = inhibition, hits mostly inhibitors | P43220 | HEK293 GLP-1R CRE-luciferase, luminescence, 24 h; GLP-1R form is constitutively active; note: potency is the fitted concentration of half-maximal effect; % is set by controls: 0 for no effect and ±100 for the full control effect; nearly all actives have a fitted effect of over 55% in size
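Stable HEK293 clone (constitutively active GLP-1R + cAMP-response luciferase); 200 cells/uL plated, 12 h pre-culture, compound 24 hr, 37 deg C/5% CO2; detection reagent 12 min RT; luminescence.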
PTHR1 ag: PTHR1 (human) receptor agonism | 410,000 compounds, 0.075% hits | Potency, µM (titrated, usually from 115 µM), inactives show at the highest dose activation, actives largely listed as activators | HEK293 GP2 PTHR1 cells, GloSensor cAMP luminescence, 1 h; note: potency is the fitted concentration of half-maximal effect; nearly all actives have a fitted effect of over 55% in size; some results filed as inactive show a strong effect at the top dose; inactives centre near -15; many of its hits are not listed in these tables
Target sequence (Q03431 whole entry, looked up): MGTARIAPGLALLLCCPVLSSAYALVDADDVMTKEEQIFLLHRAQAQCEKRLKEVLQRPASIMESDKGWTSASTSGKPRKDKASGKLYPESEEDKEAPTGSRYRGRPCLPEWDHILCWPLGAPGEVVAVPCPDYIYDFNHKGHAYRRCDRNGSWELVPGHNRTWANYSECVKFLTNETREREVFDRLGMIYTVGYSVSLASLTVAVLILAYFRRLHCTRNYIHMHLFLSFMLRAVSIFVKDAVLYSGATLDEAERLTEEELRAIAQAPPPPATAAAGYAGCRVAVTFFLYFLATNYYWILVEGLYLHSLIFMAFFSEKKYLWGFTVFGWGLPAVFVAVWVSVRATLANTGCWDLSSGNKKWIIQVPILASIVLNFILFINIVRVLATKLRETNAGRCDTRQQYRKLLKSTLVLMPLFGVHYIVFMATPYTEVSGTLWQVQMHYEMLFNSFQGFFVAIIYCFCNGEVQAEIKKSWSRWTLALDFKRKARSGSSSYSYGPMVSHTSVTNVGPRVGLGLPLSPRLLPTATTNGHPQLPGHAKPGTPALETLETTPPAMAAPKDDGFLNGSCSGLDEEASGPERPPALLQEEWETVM
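HEK-293-derived GP2 cells expressing PTHR1 and a GloSensor cAMP reporter, 3,000/well, plated overnight, given luciferin plus IBMX (each 0.5 mM as added) for 1 h at 37 °C, then compound for 1 h at 37 °C. Luminescence was read after 15 min at room temperature.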
An asterisk follows results filed as active; i = inactive; ? = inconclusive; / = no result given; & = joins results of further samples; [ ] = dose if it differs, or a comment. Unless noted, calls come from the whole dose curve; as a rule, active = well fitted curve in the direction sought with a large enough effect; inconclusive = small, poorly fitted or top-dose-only effect, or another doubt; inactive = no such curve, though single readings can be large; an effect the other way counts as inactive or inconclusive. This is a subset (hit frequency here may not be typical).

SMILES	D3 ag	HEK293 tox	DRD3 antagonist	KB-V1 MDR tox	TDP-43 yeast inh	GLP-1R agonist	aSyn rescue	GLP1R inv ag	PTHR1 ag
O=C1CCC(C(=O)N2CCSCC2)CN1Cc1cccc(C(F)(F)F)c1 (stereo not drawn)	-7	10%	-21	?	10%	-9%	-7%	-8%	i
Cc1ccc(C2CC(c3cccs3)=NN2C(=O)CSc2nc(=O)n3cc(C)ccc3n2)cc1 (stereo not drawn)	-1	-11%	6	?	?	-8%	6%	-20%	-10%
Nc1nc(SCC(=O)Nc2ccccc2-c2ccccc2)n[nH]1	-1	2%	36	?	-22%	-2%	0%	2%	-6%[57.5 µM]
C=CCSc1nnc(NC(=O)CSc2nc3ccccc3[nH]2)s1	-20	-12%	32	-3%	-31%[inhibitor]	-6%	?	0%	-25%
Cc1cccc(NS(=O)(=O)c2nnc(NC(=O)c3ccccc3F)s2)c1	-17	-1%	?	16%	0%	-3%	1%	-17%	-33%[inhibitor]
CCOc1ccccc1/C=N\Nc1cnn(Cc2ccccc2)c(=O)c1Cl	4	-22%	30	-26%	-16%	13%	4%	7.9µM*	-8%
COc1ccc(NC(=O)C(=O)NCCC2=CCCCC2)c(OC)c1	1	-14%	32	0%	13%	0%	-14%	5%	-7%
CCOC(=O)c1cc(CC)sc1N1C(=O)CC(Sc2ccccc2C(=O)O)C1=O (stereo not drawn)	-4	7%	-25	0%	-15%[1.82 µM]	3%	0%	-15%	i
CSCCC(NC(=O)c1ccco1)C(=O)Nc1ccc(C)cn1 (stereo not drawn)	3	1%	5	16%	2%	2%	-1%	7%	-7%
CCN(CC)c1sc(S(=O)(=O)c2ccccc2)nc1S(=O)(=O)c1ccc(C)cc1	1	-5%	/	?	9%	/	/	?	i
CCOc1cc(CNC(=O)C2CCN(c3nc4ccccc4[nH]3)CC2)cc(OCC)c1OCC	5	-1%	/	14%	4%	/	/	-14%	?
O=C(CSc1nnc2ccccn12)Nc1nsc(-c2ccccc2)n1	3	-7%	4	6%	0%	-9%	-10%	3%	-15%
O=C(CN1CCCc2ccccc21)NCc1ccccc1Cl	3	-2%	2	?	-10%	-2%	1%	?	i
Cc1ccc(-n2c(C)cc(/C=N/NC(=O)CC3(C)OCCO3)c2C)c(C)c1	-1	8%	-13	-1%	23%	1%	8%	-3%	-36%[inhibitor]
Cc1ccc(NC(=O)C2CCN(S(=O)(=O)c3c(C)nn(C)c3C)CC2)c(Cl)c1	-7	?	-23	-19%	1%	1%	0%	-8%	i
CCN1CCN(CCNC(=O)c2ccc3c(c2)N(Cc2cccc(Cl)c2)C(=O)c2ccccc2S3=O)CC1 (stereo not drawn)	-10	-24%	-15	-6%	-11%	4%	-2%	?	12%
CN(c1ccc(OC(=O)CC2OC(=O)c3ccccc32)cc1)S(=O)(=O)c1ccccc1 (stereo not drawn)	-5	5%	-15	-3%	7%	-9%	2%	1%	-18%
N#Cc1c(-c2cccnc2)c2c([nH]c1=S)CCCC2	-2	-2%	-1	-8%	12%	-20%	4%	26%	i
O=C(O)CCCNc1ccc([N+](=O)[O-])c(NCCCC(=O)O)n1	-3	4%[7.66 µM]	-11	11%	-23%[9.22 µM]	0%	0%	4%[7.66 µM]	i
CCn1c(CCNC(=O)c2ccc(OC)cc2)nnc1SCc1ccc(Cl)c(Cl)c1	-6	?	-14	4.6µM*	?	-2%	?	?	-32%[inhibitor]
Cc1ccccc1S(=O)Cc1ccc(C(=O)NCc2ccccc2Cl)o1 (stereo not drawn)	-9	-17%	/	-22%	6%	1%	/	-22%	-60%[inhibitor]
CCOC(=O)c1c(Nc2cccc(O)c2)nnc(-c2ccccc2)c1-c1ccccc1	11	-15%	/	-5%	?	-7%	11%	?	-14%
Cn1c2ccccc2c2c(C(=O)NCCCN3CCCC3=O)cn(C3CCCCC3)c(=O)c21	-1	-28%	15	-22%	-5%	12%	-17%	-25%	-13%[57.5 µM]
Clc1ccc(CN2CCSCC2)c(Cl)c1	1	0%	-5	3%	2%	2%	1%	?	-3%
COc1cccc(NS(=O)(=O)c2ccc3[nH]cc(C(=O)N4CCCCCC4)c(=O)c3c2)c1	-17	0%	/	1%	-11%	1%	/	5%	-42%
O=C(NCc1nnc(SCC(=O)N2CCOCC2)o1)c1ccccc1	1	3%	-1	4%	24%	-3%	-1%	16%	i
CC(C)c1ccc(NC(=O)Cn2c(=O)oc3ccccc32)cc1	5	-3%	16	-7%	26%	5%	5%	-14%	-27%
O=[N+]([O-])c1ccccc1C=NNc1ccccc1	-8	-21%	-3	-1%	5%	22%	14%	?	-20%
CCCC(=O)N(Cc1cc(=O)[nH]c2ccccc12)c1ccccc1C	2	-4%	10	-4%	4%	7%	-6%	?	i
C=CCn1c(-c2ccccn2)n[nH]c1=S	-6	3%	?	3%	9%	-5%	-6%	25%	i
CC(C)(C)NC(=O)NC(=O)COC(=O)C1CC(=O)N(Cc2ccccc2)C1 (stereo not drawn)	1	17%	11	10%	1%	1%	-6%	10%	i
CNc1cccc(-c2ccc(C(C)=O)s2)n1	-3	-8%	-3	5%	?	14%	-9%	-14%	-33%[inhibitor]
NC(=O)c1ccc(NC(=O)COC(=O)c2ccccc2Nc2ccccc2)cc1	0	-14%	15	14%	-9%[0.397 µM]	8%	3%	4%	-18%
CCN(CC)CCNC(=O)c1ccc(NC(=O)c2cccc(S(=O)(=O)Nc3ccc(C)cc3)c2)cc1	-3	-3%	-4	15%	0%	11%	-3%	?	i
Cc1cc(NC(=O)/C=C/c2ccc(F)cc2)n(-c2nc3ccccc3[nH]2)n1	11	6%	0	3%	15%	4%	0%	10%	-9%
CCOC(=O)C1=C(C)N(C)C(C)=C(C(=O)OCC)C1c1ccncc1	-2	16%	-21	-2%	1%	0%	6%	-24%	-8%
O=C(NNC(=O)C1CCCN(S(=O)(=O)c2cccc(F)c2)C1)C1CC1 (stereo not drawn)	-5	26%[7.66 µM]	-9	2%	-11%[9.22 µM]	1%	-1%	11%[7.66 µM]	?
C[n+]1ccccc1/C=C/c1c(F)cccc1F	-10	-2%	-4	2%	5%	-4%	-6%	23%	i
CCc1cc(=O)oc2cc(OC3CCCCC3=O)ccc12 (stereo not drawn)	-13	1%	-2	-4%	-10%	19%	8%	5%	-22%
O=C(Nc1nc(-c2cc3ccccc3oc2=O)cs1)c1ccco1	0	1%	18	16%	3.5µM*	-1%	-8%	1%	i
CCCCN(C(=O)c1ccc2c(c1)OCO2)C1CCS(=O)(=O)C1 (stereo not drawn)	-3	-11%	-11	-2%	-21%	8%	-5%	-7%	-1%
CCOc1ccc(NC(=O)c2ccc(F)c(S(=O)(=O)N3CCCC3)c2)cc1	-6	3%	19	?	16%	7%	2%	?	-45%[inhibitor]
COc1cccc(CNC(=O)c2n[nH]c3ccccc23)c1	8	-2%	-15	4%	20%	-4%	-1%	4%	i
Nc1ccccc1SCC(O)Cn1ccc2ccccc21 (stereo not drawn)	4	-1%	15	16%	18µM*	3%	?	?	-15%
COc1ccc(N2CCN(C(=O)c3ccc(F)cc3)CC2)c([N+](=O)[O-])c1	-1	9%	-9	?	22%	10%	-7%	-24%	-15%
Cc1cc2c(sc3c(C)ccc(C)c32)c(C)n1	8	6%	6	?	-19%	19%	-9%	-15%	-10%
CC1CCN(S(=O)(=O)c2ccc3c(c2)N(C)C(=O)CC(=O)N3C)CC1	-6&3	-2%&0%	-19	8%&0%	28%&12%	6%	0%	3%&-12%	-18%
Cc1nn(C)c(C)c1CNC(=O)Nc1cccc(Cl)c1C	5	5%[7.66 µM]	1	-22%	11%	0%	0%	5%[7.66 µM]	-16%
COc1cccc(C(=O)O/N=C(\N)c2ccccn2)c1	5	-7%	-11	-11%	?	-7%	-40%[inhibitor]	?	-45%[inhibitor]

One compound at a time, as listed above. Values in the order: D3 ag | HEK293 tox | DRD3 antagonist | KB-V1 MDR tox | TDP-43 yeast inh | GLP-1R agonist | aSyn rescue | GLP1R inv ag | PTHR1 ag
Shown for COc1cccc(C(=O)O/N=C(\N)c2ccccn2)c1 → 5 | -7% | -11 | -11% | ? | -7% | -40%[inhibitor] | ? | -45%[inhibitor]
Shown for Cc1nn(C)c(C)c1CNC(=O)Nc1cccc(Cl)c1C → 5 | 5%[7.66 µM] | 1 | -22% | 11% | 0% | 0% | 5%[7.66 µM] | -16%
Shown for Cc1cc2c(sc3c(C)ccc(C)c32)c(C)n1 → 8 | 6% | 6 | ? | -19% | 19% | -9% | -15% | -10%
